Screens from PubChem.
CCT modulator: changes cytosolic chaperonin activity. activity change, % (concentration not given with the values), hits read low. actives 0.3% (n = 360,000). purified chaperonin ATPase assay, HTRF ADP detection, 30 min; in the data active = activity change below about -30%; also: % is scaled to controls: 0 for no effect and ±100 for the full control effect
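ATPase activity: ADP formed was measured by HTRF Transcreener (665/615 nm ratio) after 30 min at 37 deg C with 10 uM ATP. Compounds screened at one 76 uM concentration against 40 or 20 nM TRiC in Tris pH 7.4/KCl/MgCl2/DTT buffer.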
WRN helicase inh: inhibitors of human WRN helicase | Potency, µM (highest dose often 114 µM), without a hit: at the top dose activity change, negative = inhibition, usual class: inhibitors | Q14191 | actives 0.46% (n = 360,000) | WRN helicase unwinding, fluorescent forked duplex, kinetic; also: potency is read from the fitted curve at half-maximal effect; % is scaled to controls: 0 for no effect and ±100 for the full control effect; nearly all actives have a fitted effect of over 55% in size
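Fluorescence dequenching readout, ex 525 nm/em 598 nm, kinetic mode: forked duplex DNA (100 nM final) with adjacent fluorophore and quencher unwound by WRN (20 nM final) with 2 mM ATP. Compound preincubation 15 min, room temperature.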
EPAC1 antagonist: EPAC1 (human) antagonism; actives 0.14% (n = 360,000); Potency, µM (highest dose often 115 µM), for inactives: at the top dose activity change, negative = inhibition, most hits filed as inhibitors; EPAC1 GEF assay, Rap1b-BODIPY-GDP exchange fluorescence; O95398;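 also: potency is read from the fitted curve at half-maximal effect; plate controls were vehicle for no effect and positive control for full effect; nearly all actives have a fitted effect of over 50% in size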
PLK1 PBD block: blocks phosphopeptide binding to human PLK1 polo-box domain; Plk1 PBD binding of FITC phosphopeptide, fluorescence polarization; Potency, µM, without a hit: max response, negative = inhibition, hits mostly inhibitors; actives 2.8% (n = 360,000); AID 720504; P53350; also: potency is read from the fitted curve at half-maximal effect; series mostly up to about 57 µM; % is scaled to controls: 0 for no effect and ±100 for the full control effect; nearly all actives have a fitted effect of over 65% in size
Target sequence (P53350 whole entry, looked up, the tested form may be a part): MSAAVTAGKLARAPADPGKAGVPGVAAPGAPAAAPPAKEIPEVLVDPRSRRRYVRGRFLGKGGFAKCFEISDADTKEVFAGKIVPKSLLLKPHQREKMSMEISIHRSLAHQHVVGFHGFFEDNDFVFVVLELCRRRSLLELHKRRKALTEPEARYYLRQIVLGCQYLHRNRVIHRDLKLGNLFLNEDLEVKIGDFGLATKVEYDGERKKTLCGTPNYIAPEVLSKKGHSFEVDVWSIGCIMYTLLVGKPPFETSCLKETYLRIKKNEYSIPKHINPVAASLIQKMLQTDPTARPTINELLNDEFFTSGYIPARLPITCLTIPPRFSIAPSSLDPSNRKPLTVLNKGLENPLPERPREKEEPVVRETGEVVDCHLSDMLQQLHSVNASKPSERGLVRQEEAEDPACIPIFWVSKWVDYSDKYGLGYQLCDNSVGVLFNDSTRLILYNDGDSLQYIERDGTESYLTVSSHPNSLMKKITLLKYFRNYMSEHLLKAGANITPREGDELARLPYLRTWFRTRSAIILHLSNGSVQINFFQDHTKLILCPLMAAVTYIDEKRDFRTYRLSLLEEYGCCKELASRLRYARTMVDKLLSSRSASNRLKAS
EPAC1 agonist: EPAC1 (human) agonism; EPAC1 agonist qHTS, biochemical assay; response scale: 100% = response to 6.5 mM cAMP; Potency, µM (highest dose often 154 µM), for the others: top-dose activation, actives largely listed as activators; actives 0.073% (n = 360,000); AID 720707; also: potency is read from the fitted curve at half-maximal effect; nearly all actives have a fitted effect of over 60% in size
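Fluorescent GDP-exchange assay: 100 nM EPAC1 with 250 nM Rap1B preloaded with BODIPY-GDP and 50 uM GDP; compounds tested as concentration series, 5 min at room temperature, then read every 5 min for 30 min (ex 480/em 540 nm); normalized to 6.5 mM cAMP.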
EPAC2 antagonist: antagonists of human EPAC2. Q8WZA2. EPAC2 GEF exchange of Rap1B-BODIPY-GDP, fluorescence. Potency, µM (series often up to 114 µM), for the others: top-dose activity, negative = inhibition, hits mostly inhibitors. actives 0.18% (n = 360,000). AID 720708; also: potency is read from the fitted curve at half-maximal effect; % is scaled to controls: 0 for no effect and ±100 for the full control effect; nearly all actives have a fitted effect of over 45% in size; many of its hits are not listed in these tables
Mm-Cpn inhibitor: inhibitors of Methanococcus maripaludis chaperonin (MmCpn); actives 0.031% (n = 330,000); Potency, µM (series often up to 76.9 µM), inactives show at the top dose activity, negative = inhibition, actives largely listed as inhibitors; purified Mm-Cpn ATPase, ADP Transcreener TR-FRET; AID 504842; also: potency is read from the fitted curve at half-maximal effect; % is scaled to controls: 0 for no effect and ±100 for the full control effect; nearly all actives have a fitted effect of over 80% in size
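Quantitative HTS used 25 nM Mm-CPN and 10 uM ATP in magnesium/KCl Tris buffer, pH 7.4, with 1 mM DTT. Hydrolysis ran 30 min at 37°C; ADP was read by HTRF.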
PI5P4Ka inh: inhibitors of human PI5P4K alpha. PI5P4Kalpha enzyme, ADP-Glo luminescence, 60 min; stronger effect = lower value. max response, %. actives 1.2% (n = 330,000); active = max response of -50% or lower; inconclusive = between -30% and -50%; inactive = -30% or higher; also: value at the top dose of about 77 µM; % is scaled to controls: 0 for no effect and ±100 for the full control effect
Target sequence (P48426 whole entry, looked up): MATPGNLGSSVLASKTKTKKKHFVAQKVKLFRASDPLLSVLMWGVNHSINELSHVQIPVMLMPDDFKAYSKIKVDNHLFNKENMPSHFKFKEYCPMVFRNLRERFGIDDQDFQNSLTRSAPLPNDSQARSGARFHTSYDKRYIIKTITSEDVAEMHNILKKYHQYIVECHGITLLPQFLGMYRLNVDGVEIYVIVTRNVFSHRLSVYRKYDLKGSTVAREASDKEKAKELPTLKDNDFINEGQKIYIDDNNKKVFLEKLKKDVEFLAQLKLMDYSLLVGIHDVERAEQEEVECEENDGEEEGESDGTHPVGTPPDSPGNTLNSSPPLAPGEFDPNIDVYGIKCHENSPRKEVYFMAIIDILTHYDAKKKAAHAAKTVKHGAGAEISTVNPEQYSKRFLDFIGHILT
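Human PI5P4Kalpha with substrate in 0.038 M HEPES pH 7.4, 0.28 mM EGTA, 0.1% CHAPS, 5% DMSO; reaction started with 5 microM ATP (final), 60 min at room temperature. ADP formed read by ADP-Glo luminescence.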
* hit, by the source's call; ? = inconclusive; · = no result given; [ ] = dose if it differs, or a comment. Unless noted, calls follow the shape of the dose curve; as a rule, active = well fitted curve in the direction sought with a large enough effect; inconclusive = small, poorly fitted or top-dose-only effect, or another doubt; inactive = no such curve, though single readings can be large; an effect the other way counts as inactive or inconclusive. Some of the compounds tested; the hit share may differ from the screen's.

Preview:
Sequence of screens: Mm-Cpn inhibitor	EPAC1 antagonist	EPAC1 agonist	PLK1 PBD block	WRN helicase inh	PI5P4Ka inh	EPAC2 antagonist	CCT modulator
- C=CCn1c(CSCc2ccccc2)nnc1SCC(=O)N1CCN(c2ccccc2)CC1
→ 2%	3%	-9%	-6%	2%	3	8%	-2.2
- COCCN(C(=O)COC(=O)c1ccc2[nH]c(C)c(C)c2c1)c1c(N)n(Cc2ccccc2)c(=O)[nH]c1=O
→ 0%	-22%	8%	-2%	-2%	-3	-8%	-1.0
- CCc1ccc(OCC(=O)NC(C)C)cc1
→ 3%	1%	-6%	3%	-3%	4	7%	-0.9
- COc1ccccc1Nc1nc(N)nc(CN2CC(C)CC(C)C2)n1 (stereo not drawn)
→ 1%	6%	2%	-3%	-3%	3	17%	-2.9
- CCOC(=O)c1sc(-c2ccc(OC)cc2)cc1N
→ -12%	-11%	0%	-7%	-10%	6	-15%	-0.2
- CCOC(=O)C1=C(C)NC2=C(C(=O)C(C(=O)OCC)C(c3cccc(OC)c3)C2)C1c1ccccn1 (stereo not drawn)
→ -2%	-6%	-4%	-1%	-5%	4	-13%	3.3
- CCOC(=O)c1[nH]c2ccccc2c1NC(=O)c1ccco1
→ -2%	0%	0%	-6%	-3%	2	-1%	0.8
- Cc1cc(C(=O)Cn2nnc3ccccc3c2=O)c(C)n1-c1c(C)n(C)n(-c2ccccc2)c1=O
→ 1%	9%	3%	-4%	-6%	·	6%	-2.1
- Cc1ccc(CNS(=O)(=O)c2ccc3c(c2)OCCO3)cc1
→ -2%	-20%	8%	-8%	1%	2	-6%	-2.2
- Cc1c(NC(=O)COC(=O)Cc2ccc(Br)cc2)c(=O)n(-c2ccccc2)n1C
→ 0%	-12%	8%	-15%	2%	4	-4%	0.0

Results, repeating the preview:
Sequence of screens: Mm-Cpn inhibitor	EPAC1 antagonist	EPAC1 agonist	PLK1 PBD block	WRN helicase inh	PI5P4Ka inh	EPAC2 antagonist	CCT modulator
- C=CCn1c(CSCc2ccccc2)nnc1SCC(=O)N1CCN(c2ccccc2)CC1
→ 2%	3%	-9%	-6%	2%	3	8%	-2.2
- COCCN(C(=O)COC(=O)c1ccc2[nH]c(C)c(C)c2c1)c1c(N)n(Cc2ccccc2)c(=O)[nH]c1=O
→ 0%	-22%	8%	-2%	-2%	-3	-8%	-1.0
- CCc1ccc(OCC(=O)NC(C)C)cc1
→ 3%	1%	-6%	3%	-3%	4	7%	-0.9
- COc1ccccc1Nc1nc(N)nc(CN2CC(C)CC(C)C2)n1 (stereo not drawn)
→ 1%	6%	2%	-3%	-3%	3	17%	-2.9
- CCOC(=O)c1sc(-c2ccc(OC)cc2)cc1N
→ -12%	-11%	0%	-7%	-10%	6	-15%	-0.2
- CCOC(=O)C1=C(C)NC2=C(C(=O)C(C(=O)OCC)C(c3cccc(OC)c3)C2)C1c1ccccn1 (stereo not drawn)
→ -2%	-6%	-4%	-1%	-5%	4	-13%	3.3
- CCOC(=O)c1[nH]c2ccccc2c1NC(=O)c1ccco1
→ -2%	0%	0%	-6%	-3%	2	-1%	0.8
- Cc1cc(C(=O)Cn2nnc3ccccc3c2=O)c(C)n1-c1c(C)n(C)n(-c2ccccc2)c1=O
→ 1%	9%	3%	-4%	-6%	·	6%	-2.1
- Cc1ccc(CNS(=O)(=O)c2ccc3c(c2)OCCO3)cc1
→ -2%	-20%	8%	-8%	1%	2	-6%	-2.2
- Cc1c(NC(=O)COC(=O)Cc2ccc(Br)cc2)c(=O)n(-c2ccccc2)n1C
→ 0%	-12%	8%	-15%	2%	4	-4%	0.0
- COc1ccc(C(=O)O/N=C(\N)c2cccc(C)c2)cc1OC
→ 3%	17%	11%	4%	-1%	-6	12%	0.1
- O=C(Cc1cccc(C(F)(F)F)c1)Nc1cccc(S(=O)(=O)N2CCCC2)c1
→ -6%	-8%	-5%	9%	-6%	-1	-13%	-1.8
- CC(C)c1onc(C(=O)NC(C)c2ccccc2)c1[N+](=O)[O-] (stereo not drawn)
→ -3%	0%	-5%	2%	1%	-1	-6%	1.1
- COCCNC(=S)Nc1ccc(S(=O)(=O)Nc2cnc3ccccc3n2)cc1
→ -1%	-10%	-2%	-10%	1%	-7	45%[activator]	2.8
- COc1ccc(CC(=O)NCc2ccc(Cl)cc2)cc1S(=O)(=O)N1CCOCC1
→ 0%	-7%	1%	-1%	-3%	6	9%	-1.6
- O=C(Nc1ccc(N2CCN(C(=O)c3cccs3)CC2)cc1)c1ccco1
→ 1%	10%	7%	0%	-3%	4	-1%	1.3
- Cc1cccc(-c2nc(CS(=O)CC(=O)N3CC(C)CC(C)C3)c(C)o2)c1 (stereo not drawn)
→ -1%	-5%	-8%	?	-3%	-3	-5%	-2.0
- CC(=O)N1CCc2cc(S(=O)(=O)CCC(=O)N3CCN(c4cc(C)ccc4C)CC3)ccc21
→ -3%	-28%	5%	-17%	-5%	-2	-13%	0.7
- CN(C)c1cccc(C(=O)Nc2nc3ccccc3[nH]2)c1
→ -5%	-18%	6%	-16%	-4%	-8	27%	-1.9
- COc1cc(C(=O)COC(=O)c2ccco2)cc(OC)c1OC
→ -15%	-3%	0%	4%	-10%	-2	-2%	-0.6
- CCCCCCNCC(=O)N1CCC(Cc2ccccc2)CC1
→ 0%	0%	-12%	-22%	-2%	-1	-1%	0.0
- Cc1ccccc1NS(=O)(=O)c1cc(C(=O)NCc2ccco2)ccc1C
→ -1%	-10%	7%	-8%	-31%	·	-16%	-0.2
- Cc1cc(C)n(CCN(C)c2nc3nonc3nc2NC2CC2)n1
→ -4%	3%	14%	1%	4%	1	5%	-0.5
- CC1CCc2nc3ccc(S(=O)(=O)N4CCC(C(=O)NC5CCCC5)CC4)cc3c(C(=O)O)c2C1 (stereo not drawn)
→ 1%	5%	-7%	1%	-6%	-7	3%	0.8
- CCc1ccccc1N(C)S(=O)(=O)c1ccc(-c2cc(C)no2)s1
→ 2%	2%	-3%	-1%	8%	2	2%	1.2
- COc1cc(C(=O)NCC(c2cccs2)N2CCc3ccccc32)cc(OC)c1OC (stereo not drawn)
→ -5%	-12%	10%	7%	-11%	1	-27%	0.6
- NC(=O)CSc1nc(-c2ccccc2)nc2c1CCCC2
→ -1%	2%	-1%	-8%	0%	2	7%	-0.8
- O=C1CN(CN2CCCCC2)C(=O)CN1CN1CCCCC1
→ ·	-2%	11%	-5%	3%[57.1 µM]	2	8%	-1.0
- CC(=O)c1c(C)oc2ccc(NS(=O)(=O)c3ccc(C)cc3)cc12
→ 1%	4%	3%	-3%	-4%	-1	4%	-0.4
- CC(C)c1nc2ccccn2c1NC1CCCCC1
→ -4%	1%	7%	-14%	-5%	0	6%	-2.8
- O=C(C1=C[C@@H](c2csc3ccccc23)C[C@@H](OCc2ccc(CO)cc2)O1)N1CCOCC1
→ ·	-26%	7%	-15%	-5%	-2	?	-2.4
- COc1ccc(-c2c(C)c3cc(O)ccc3oc2=O)cc1OC
→ -1%	-3%	-5%	-7%	-1%	1	-9%	-1.9
- COc1ccccc1Cn1c(=O)oc2ccccc21
→ ·	14%	-11%	4%	17%	0	?	1.4
- CCOc1ccc(S(=O)(=O)N2CCN(C(=O)c3ccc(-n4cncn4)c([N+](=O)[O-])c3)CC2)cc1
→ 0%	-15%	-7%	3%	3%	-3	18%	1.3
- Cc1ccc(NC(=O)COC(=O)CCC(=O)c2cccs2)cc1
→ 2%	-16%	2%	-4%	5%	0	4%	-1.4
- COC(=O)c1ccccc1N1CCS(=O)(=O)CC1
→ -1%	?	2%	-9%	5%[57.1 µM]	-7	7%	0.3
- CN1CCN(S(=O)(=O)c2ccc(Cl)s2)CC1
→ -1%	3%	-15%	2%	7%	0	3%	-0.2
- COc1ccc(CCNC(=O)C2CC3Cn4c(nc5ccccc54)C3N2C)cc1 (stereo not drawn)
→ 1%	-3%	6%	-9%	0%	-1	11%	-1.2
- Cc1cccc(NC(=S)N/N=C/c2cccn2Cc2ccc(F)cc2)c1
→ -2%	-2%	-3%	1%	-12%	-4	-12%	-7.2
- COc1cc(S(=O)(=O)NCc2ccc3c(c2)OCO3)ccc1Cl
→ 0%	-5%	13%	-4%	-8%	·	-1%	-0.6
- O=C(NCc1ccco1)/C(=C/c1cccc(C(F)(F)F)c1)c1nc2ccccc2[nH]1
→ 0%	-28%	-10%	-5%	-10%	-15	-23%	-1.0
- FC(F)(F)c1cccc(NC(=S)NCc2ccccn2)c1
→ 0%	-7%	-11%	-9%	-13%[57.1 µM]	-8	3%	2.3
- COc1ccc([N+](=O)[O-])c(OC)c1C(=O)NC(=O)Nc1nc(C)cc(C)n1
→ -1%	-10%	-1%	-5%	-5%	4	6%	-1.2
- O=C(O)/C=C/c1cccc(NC(=O)c2ccc(Cl)cc2)c1
→ 1%	-10%	-1%	-12%	-13%	2	-4%	-2.5
- CCOc1cc(C(=S)N2CCCC2)ccc1OCC(=O)Nc1c(C)cc(C)cc1C
→ 0%	5%	1%	-17%	11%	-5	2%	-0.5
- COc1ccc(N2CCN(C(=O)CCCNC(=O)Cn3cnc4sc(C)c(C)c4c3=O)CC2)cc1
→ 3%	-22%	-7%	-15%	2%	-3	-6%	-1.1
- Cc1nc2sccn2c(=O)c1S(=O)(=O)NCc1ccccc1
→ 0%	14%	-11%	-4%	13%	1	11%	0.5
- O=S(=O)(c1cccs1)N1CCN(CCOc2ccc(Cl)cc2)CC1
→ 0%	-14%	9%	0%	0%	-4	-5%	-0.2
- CCOC(=O)c1ccc(NC(=O)CN2CCN(Cc3ccccc3)CC2)cc1
→ 3%	0%	1%	-10%	6%	-8	-6%	-86*
- COC(=O)c1nc(NC(=O)c2ccc(C(C)(C)C)cc2)n[nH]1
→ 4%	-39%	-5%	3.8µM*	-23%	8	?	0.2
- CSc1cccc(CN2CCCC(CNC(=O)c3ccco3)C2)c1 (stereo not drawn)
→ 0%	-3%	-16%	4%	5%	-7	13%	-0.9
